Screening results deposited in PubChem by National Center for Advancing Translational Sciences (NCATS).
MmCpn inh: M. maripaludis TRiC chaperonin inhibition; AID 504842; purified Mm-Cpn ATPase, ADP Transcreener TR-FRET; Potency, µM (top dose mostly 76.9 µM), without a hit: top-dose activity, negative = inhibition, usual class: inhibitors; 330,000 compounds, 0.031% hits; active means well fitted inhibition curve with a large enough effect; inconclusive means small, poorly fitted or top-dose-only effect; further: nearly all actives have a fitted effect of over 80% in size
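Inhibition of chaperonin ATP hydrolysis is measured as reduced ADP production, detected by competitive TR-FRET in which signal falls with ADP. Final enzyme 25 nM and ATP 10 uM, reacted 30 min at 37°C.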
Starred values were filed as active, the others as inactive; u = inconclusive; [ ] = dose if it differs, or a comment. On the % scale 0 is the no-effect control and ±100 the full control effect; potency means the concentration at half of the fitted maximal effect.

SMILES	MmCpn inh
CCc1nn2c(=O)cc(N3CCN(c4cc(C)nc5ccccc45)CC3)nc2s1	-2%
O=C1C(=O)N(c2nccs2)C(c2ccccc2)/C1=C(\O)c1ccc2c(c1)OCCO2 (stereo not given)	-15%
Cc1cc(C)nc(N2CCN(c3nc(C)cc(C)n3)CC2)n1	-18%
Cc1ccc2cc(CN(Cc3cccs3)Cc3nnnn3C(C)(C)C)c3nnnn3c2c1	-16%
O=C(c1cccs1)[C@@H]1[C@@H]2C(=O)N(Cc3ccc4c(c3)OCO4)C(=O)[C@@H]2C2c3ccccc3C=CN21 (stereo not given in full)	-1%
C/C(=N\NC(=O)Cc1c(C)[nH][nH]c1=O)c1ccc2ccccc2c1	1%
COc1cc(NC(=O)c2cc(-c3cccnc3)nc3ccc(C)cc23)c(OC)cc1Cl	1%
COc1cccc(/C(O)=C2/C(=O)C(=O)N(CCCN(C)C)C2c2cccc(Cl)c2)c1 (stereo not given)	1%
CC1=NN(c2ccccc2)C(=O)/C1=C/c1cc2cc(C)ccc2nc1N1CCCCC1	-5%
COc1cccc(CN2CCNC(=O)C2CC(=O)N(C)CCc2ccccn2)c1OC (stereo not given)	-1%
CCSc1nc(N)c2c3c(sc2n1)CN(C)CC3	2%
Cc1ccc2nc3nc(NCC4CCCO4)c(C(=O)NC4CCCCC4)cc3c(=O)n2c1 (stereo not given)	1%
CCOc1ccc(/C=C2\N=C(c3cccs3)OC2=O)cc1OC	-4%
CC(C)c1ccc(/C=C/C(=O)NC2=NCCS2)cc1	-4%
CCc1cc2c(=O)c(-c3nc4ccccc4n3C)c(C)oc2c(CN2CCN(C)CC2)c1O	0%
CC(C)n1nc(C(=O)N2CCN(S(=O)(=O)c3cccs3)CC2)c2ccccc2c1=O	-1%
O=C(O)CC1NC(=O)N(c2ccccc2)C1=O (stereo not given)	0%
OC(CNC1CCCCC1)CN1CCN(CC(O)CNC2CCCCC2)CC1 (stereo not given)	0%
O=C(Cc1ccc(Nc2nc(=S)[nH]c3ccccc23)cc1)NC1CCCCC1	-8%
COc1ccc(CSc2nnc3n(C)c(=O)c4c5c(sc4n23)CCCC5)cc1	u
CS(=O)(=O)c1nc(-c2ccco2)cc(C(F)(F)F)n1	-16%
COc1ccc(-c2nnc3n2N=C(c2ccccc2)CS3)cc1OC	-4%
CC(=O)c1ccc(NC(=O)C(C)Sc2nnc(C3CCCCC3)o2)cc1 (stereo not given)	1%
Cc1ccc(S(=O)(=O)CC#CCOC(=O)c2ccc([N+](=O)[O-])cc2)cc1	1%
CCOC(=O)c1sc(NC(=O)/C=C/c2cnn(C)c2C)c(C(=O)OCC)c1C	3%
CNC[C@@H]1Oc2ccc(NC(=O)Nc3cccc4ccccc34)cc2C(=O)N([C@@H](C)CO)C[C@@H]1C	-9%
Cc1ccc(C)c(OCCCC(=O)Nc2ccc(N3CCOCC3)cc2)c1	-14%
CCc1nc(N2CCN(c3nc(C)cc(C)n3)CC2)c2oc3ccccc3c2n1	-5%
CSCCC(N=Cc1c(O)n(-c2ccc(F)cc2)c(=O)[nH]c1=O)C(=O)O (stereo not given)	0%
Cc1noc2nc(-c3cccs3)cc(-c3nnc4n3CCCCC4)c12	0%

Taken from above.
`O=C(Cc1ccc(Nc2nc(=S)[nH]c3ccccc23)cc1)NC1CCCCC1` – MmCpn inh: -8%
`C/C(=N\NC(=O)Cc1c(C)[nH][nH]c1=O)c1ccc2ccccc2c1` – MmCpn inh: 1%
`Cc1ccc2nc3nc(NCC4CCCO4)c(C(=O)NC4CCCCC4)cc3c(=O)n2c1` (stereo not given) – MmCpn inh: 1%
`CC(=O)c1ccc(NC(=O)C(C)Sc2nnc(C3CCCCC3)o2)cc1` (stereo not given) – MmCpn inh: 1%

(next part)
SMILES	MmCpn inh
Cc1[nH]c(=O)[nH]c1CN1CCCCC1	0%
C/C(=N\Nc1ccc([N+](=O)[O-])cc1[N+](=O)[O-])c1cc2c(ccc3ccccc32)oc1=O	-1%
CCCOc1ccc(C2C(C(=O)c3ccco3)=C(O)C(=O)N2CCN2CCOCC2)cc1OC (stereo not given)	2%
CC(=O)C1=C(O)C(=O)N(c2cccnc2)C1c1ccc([N+](=O)[O-])cc1 (stereo not given)	2%
CCn1c(SCC(=O)NCc2ccco2)nnc1-c1ccncc1	1%
COc1ccc(C2C=C(c3ccc(Br)s3)Nc3ncnn32)cc1OC (stereo not given)	u
COc1cccc(C2/C(=C(\O)c3c(C)nc4c(C)cccn34)C(=O)C(=O)N2CCCN(C)C)c1 (stereo not given)	2%
COc1cccc(-c2ccc(=O)n(CC(=O)Nc3ccc(S(=O)(=O)NCC(C)C)cc3)n2)c1	-9%
Cc1ccc(NCc2nnc(SCC(N)=O)n2CCc2ccccc2)cc1	-1%
Cc1ccc(-c2cc(C(=O)N/N=C/c3c(C)nn(-c4ccccc4)c3C)[nH]n2)cc1	1%
Cc1ccc(-c2nn(-c3ccccc3)c3[nH]c(=O)c(CNCCN(C)C)cc23)cc1	-2%
COc1ccc(CN2C(=O)/C(=C/c3ccc(-c4ccc(Cl)c(C(=O)O)c4)o3)SC2=S)cc1	-3%
CCOC(=O)N1CCN(C(=O)CCn2c(=S)[nH]c3cc(OCC)c(OCC)cc3c2=O)CC1	2%
Cc1ccccc1[C@]1(C)ON(c2ccccc2C(F)(F)F)C1=O	-2%
COc1cc2nc3c4ccccc4n(CC#N)c3nc2cc1OC	0%
O=C(Nc1ccccc1-c1ccccc1)C(=O)Nc1ccccc1-c1ccccc1	0%
CC(C)N1CC=C2C(C#N)=C(N)C(C#N)(C#N)[C@H](c3ccoc3)[C@H]2C1	-5%
CC(C)CC1NC(=O)c2cc(Cl)ccc2-n2c1nc1ccccc1c2=O (stereo not given)	-3%
CC1Cc2ccccc2N1C(=O)CSc1nnc(-c2ccc(S(=O)(=O)N3CCCCC3)cc2)o1 (stereo not given)	-1%
Cn1c(=O)[nH]c(=O)c2c1nc(N1CCN(c3cccc(Cl)c3)CC1)n2CCCc1ccccc1	-2%
Cc1ccc(CN2C(=O)/C(=C3\SC(N4CCOCC4)=NC3=O)c3cc(Br)ccc32)cc1	1%
O=C(CNc1cc(S(=O)(=O)N2CCCC2)ccc1OCC(F)(F)F)Nc1cc(Cl)cc(Cl)c1	-22%
Cc1ccc(C(=O)Nc2ccc3c(c2)OCO3)cc1Cl	-17%
CC1=CC(C)(C)N(C(=O)C(C)N2C(=O)c3ccccc3C2=O)c2c(C)cc(C)cc21 (stereo not given)	-10%
Cc1ccc2c(c1)c1nnc(SCC(=O)NC3CC3)nc1n2C	-2%
Cc1[nH][nH]c(=O)c1N=Nc1ccccc1C#N	-1%
O=C(Nc1nc2ccccc2s1)c1ccc2c(c1)S(=O)(=O)c1ccccc1C2=O	2%
Cc1ccc(Cl)cc1Nc1nc(-c2sc(NC(=O)c3ccccc3)nc2C)cs1	-20%
Cc1nc2c3ccccc3n(CCN3CCCCC3)c2s1	0%
COc1ccc(C(OCC2CO2)c2ccc(OC)cc2)cc1 (stereo not given)	0%
COc1ccc(NC(=O)c2ccc3c(SCC(=O)O)c4c(nc3c2)CCCC4)cc1Cl	-1%
O=C(O)c1cc(-c2ccc(/C=c3\sc4nc5ccc(Br)cc5n4c3=O)o2)ccc1Cl	1%
O=C(NC1CCCCC1)C(=S)NC1CCCCC1	1%
COc1ccc(O[C@H]2C=C[C@@H](c3ccccc3)O[C@@H]2CO/N=C/C[C@@H]2C=C[C@H](OC(C)=O)[C@@H](COC(C)=O)O2)cc1	0%
CC(C)/C=C/CN1CCC(Oc2ccc(C(=O)N3CCCC3)cc2)CC1	-4%
CC(=O)Nc1ccc(S(=O)(=O)N2C(=O)c3cccc4cccc2c34)cc1	-2%
C#CCOCCOCCOCCNc1nc(N2CCN(C(=O)[C@H](CCCCN)n3cc(C(N)CO)nn3)CC2)nc(N2CCN(C(=O)[C@H](CCC(=O)O)n3cc(C(N)CC(C)C)nn3)CC2)n1 (stereo not given in full)	-1%
O=C1Nc2ccc(Br)cc2/C1=C/c1ccc(C(=O)O)cc1	-2%
CCN1CCN(CCCCSc2ccccc2)CC1	-1%
Cc1ccc(S(=O)(=O)NCc2ccc(C(=O)NCc3cccnc3)cc2)cc1	-2%
COc1ccc(Nc2cc(C(=O)NCc3ccccn3)c3ccccc3n2)c(OC)c1	-2%
CC1CCCN(c2nc3c(c(=O)[nH]c(=O)n3C)n2CCSc2ncccn2)C1 (stereo not given)	0%
O=C(CCCCC(=O)N1CCN(c2ccccc2)CC1)N1CCN(c2ccccc2)CC1	-3%
CCOc1cc(NC(=O)C2CC2)c(OCC)cc1NC(=O)c1cccnc1	-3%
Cc1conc1NC(c1cccs1)c1ccc2cccnc2c1O (stereo not given)	1%

Exported as a markdown table: entries from further up.
| Structure | MmCpn inh |
| --- | --- |
| C/C(=N\NC(=O)Cc1c(C)[nH][nH]c1=O)c1ccc2ccccc2c1 | 1% |
| CCc1nc(N2CCN(c3nc(C)cc(C)n3)CC2)c2oc3ccccc3c2n1 | -5% |
| COc1ccc(NC(=O)c2ccc3c(SCC(=O)O)c4c(nc3c2)CCCC4)cc1Cl | -1% |
| Cc1nc2c3ccccc3n(CCN3CCCCC3)c2s1 | 0% |
| O=C1Nc2ccc(Br)cc2/C1=C/c1ccc(C(=O)O)cc1 | -2% |

Fetched by structure from above:
SMILES	MmCpn inh
CC(=O)Nc1ccc(S(=O)(=O)N2C(=O)c3cccc4cccc2c34)cc1	-2%
COc1ccc(Nc2cc(C(=O)NCc3ccccn3)c3ccccc3n2)c(OC)c1	-2%

(list continues)
SMILES	MmCpn inh
O=C(N/N=C/c1ccncc1)c1cccc([N+](=O)[O-])c1	0%
O=C1[C@@H]2C3C=CC(O3)[C@@H]2C(=O)N1c1ccccc1	0%
Cc1ccnc(N=Cc2c(O)ccc3oc4c(c23)CCCC4)c1	-2%
N#CCCN/N=C(/Cc1nc2ccccc2[nH]1)c1ccc(Cl)cc1	0%
CCCn1c(SCC(=O)NC(=O)NCc2ccco2)n[nH]c1=O	-1%
CNC(C)C#Cc1ccc2c(=O)c3c(OC)cccc3oc2c1 (stereo not given)	-2%
O=C(C1=C(O)C(=O)N(CCCN2CCOCC2)C1c1ccccn1)c1cccs1 (stereo not given)	1%
C#CCOCCOCCOCCNc1nc(N2CCN(C(=O)CCCCCCCCCCNC(=O)[C@H](CO)n3cc(CCCCCN)nn3)CC2)nc(N2CCN(C(=O)CCCCCCCCCCNC(=O)[C@H](CCCN=C(N)N)n3cc(C[C@@H](C)CC)nn3)CC2)n1	-2%
Cc1nc2ccccc2c2c1C(=O)N(CCC1=CCCCC1)C2=O	1%
COc1cc2c(cc1OC)C1O[C@](CCCCN3C(=O)c4ccccc4C3=O)(C2)Oc2c1c(=O)oc1ccc(F)cc21	0%[15.4 µM]
Cc1nn2c(N)csc2nc1=O	1%
CCOCCCNC(=O)c1cn(C)c2ccc(S(=O)(=O)N(C)C3CCCCC3)cc2c1=O	3%
Cc1cccc(/C=C2/Sc3ccc(C(=O)NCCCN4CCOCC4)cc3NC2=O)c1	0%
O=C(NCc1nc2ccccc2[nH]1)C1=C[C@@H](c2ccc3c(c2)OCO3)C[C@@H](OCc2ccc(CO)cc2)O1	-1%
Cc1ccc2nc(C)c(CN3CCN(c4ccc([N+](=O)[O-])cc4Cl)CC3)n2c1	-1%
CCCc1cc(-c2[nH]ncc2-c2ccc3c(c2)OCCCO3)c(O)cc1OC	-1%
COCCN1C(=O)N[C@@H](c2ccc(Br)cc2)C(C(=O)OC)=C1C	0%
CC(=O)OC1=C(C#N)Cn2ccc3cccc1c32	-3%
Cn1c(O)c(C=Nc2ccc(Cc3ccncc3)cc2)c(=O)n(C)c1=O	-10%
O=C(CN1CCSCC1)N/N=C/c1ccc(Cl)cc1	2%
CCCN1C(=O)/C(=c2\s/c(=C3\C=Cc4ccccc4N3CC)c(=O)n2-c2ccccc2)SC1=S	-1%
O=C(Nc1ccc(F)cc1F)c1cc2ncc(Br)cn2n1	-1%
Cc1cc(NC(=O)CSc2nnc3c(C)cc4cc5c(cc4n23)OCO5)no1	-2%
Cc1coc2cc3oc(=O)c4c(c3cc12)CCC4	1%
Cc1nc2c3c(-c4ccccc4)c(-c4ccccc4)oc3ncn2n1	0%
O=C(CSc1nnc(-c2ccc(Cl)s2)o1)N1CCc2ccccc21	-5%
CCOC(=O)c1[nH]c2ccc(OC)cc2c1NC(=O)C(C)N1CCC2(CC1)OCCO2 (stereo not given)	-10%
Cc1noc(C)c1S(=O)(=O)Nc1ccc(C(=O)N2CCC(C)CC2)cc1	-2%
Cc1ccc(-n2nc(C)c(C3C(C#N)=C(N)OC4=C3C(=O)CC(C)(C)C4)c2Cl)cc1 (stereo not given)	1%
Cc1cccc(-c2ccc3ncnc(N(C)Cc4ccco4)c3c2)c1	1%

Entries from the list above containing a CF3 group:
SMILES	MmCpn inh
CS(=O)(=O)c1nc(-c2ccco2)cc(C(F)(F)F)n1	-16%
Cc1ccccc1[C@]1(C)ON(c2ccccc2C(F)(F)F)C1=O	-2%
O=C(CNc1cc(S(=O)(=O)N2CCCC2)ccc1OCC(F)(F)F)Nc1cc(Cl)cc(Cl)c1	-22%

Going on with the list:
SMILES	MmCpn inh
Fc1ccc2[nH]c3c(N4CCN(C5CCCCC5)CC4)ncnc3c2c1	1%
CCc1ccc(NC(=O)c2ccc3ncsc3c2)cc1	-1%
CC(=O)OCCCN1C(=O)c2cccc3cc(Br)cc(c23)C1=O	-4%
Cc1cc(-c2ccccc2)nc(N2CCC(C(=O)NCc3ccccc3Cl)CC2)n1	-7%
C/C(=N\O)C1CCCCC1	-1%
Cc1c(-c2cc[n+]([O-])cc2)oc2ccc(Br)cc2c1=O	1%
O.O.O.O=S(=O)([O-])OC[C@H]1O[C@@H](O[C@]2(COS(=O)(=O)[O-])O[C@H](OS(=O)(=O)[O-])[C@@H](OS(=O)(=O)[O-])[C@@H]2OS(=O)(=O)[O-])[C@H](OS(=O)(=O)[O-])[C@@H](OS(=O)(=O)[O-])[C@@H]1OS(=O)(=O)[O-].[Al]	1%

Some of the compounds tested, so the mix of outcomes need not match the whole.
